Bioassay records from PubChem.
MCF10A rerep: A quantitative high throughput screen for small molecules that induce DNA re-replication in MCF 10a normal breast cells. MCF 10A DNA re-replication, Hoechst nuclear intensity, 48 h. Potency, µM (doses to about 46.1 µM), inactives show at the highest dose activity, positive = re-replication, actives largely listed as activators. 350,000 tested, 2.9% active. AID 624296, 2012; also: potency is read from the fitted curve at half-maximal effect; % of control where 0% means no effect; nearly all actives have a fitted effect of over 50% in size
TGFb inhibitor: qHTS for Inhibitors of TGF-b | AID 588855, 2011 | Potency, µM (top dose mostly 46.1 µM), for the others: at the highest dose activity, negative = inhibition, hits mostly inhibitors | HepG2 CAGA-GFP TGF-b/SMAD3 reporter, GFP fluorescence, 18 h; TGF-beta stimulated, 500 pg/mL final | 410,000 tested, 1.2% active; also: potency is read from the fitted curve at half-maximal effect; % is scaled to controls: 0 for no effect and ±100 for the full control effect; nearly all actives have a fitted effect of over 65% in size
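HEPG2 CAGA-GFP, 1000 cells/well; 2 h settle, 37 C; cpd via pin tool; TGF-b 500 pg/mL final; 18 h, 37 C; GFP imaging ex488/em500-530; %Activity normalised to -TGF-b and +DMSO controls; CRC fit, curve class.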
HepG2 viability: qHTS for Inhibitors of TGF-b: Cytotox Counterscreen | Potency, µM (titrated, usually from 46.1 µM), for the others: at the highest dose activity change, negative = cytotoxicity, actives largely listed as cytotoxic | 410,000 tested, 0.76% active | HepG2 CAGA-GFP viability, ATP luminescence, 18 h | AID 588856, 2011; also: potency is read from the fitted curve at half-maximal effect; some results filed as inactive show a strong effect at the top dose
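CellTiter-Glo luminescence gave cytotoxicity after 18 hours at 37 degrees C. The cells were HepG2 CAGA-GFP in 1% FBS DMEM, stimulated with 500 pg/mL TGF-beta after compound addition. %Activity was normalised to no-cell wells (complete cell-killing) and DMSO (no toxicity), and curves were fitted and classified.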
S2 tox: Viability Counterscreen for Primary qHTS for Inhibitors of ATXN expression | S2 cells (HEK-293 line with an ATXN2-luciferase reporter) viability, CellTiter-Fluor protease fluorescence, 24 h | Potency, µM (titrated, usually from 56.7 µM), most hits filed as cytotoxic | 400,000 tested, 0.49% active; also: potency is read from the fitted curve at half-maximal effect; nearly all actives have a fitted effect of over 40% in size
Nrf2 ARE act: qHTS of Nrf2 Activators. AREc32 ARE-luciferase reporter (MCF7-derived line), luminescence, 24 h. Potency, µM (top dose mostly 46.1 µM), without a hit: top-dose activation, actives largely listed as activators. 410,000 tested, 0.31% active. AID 624171, 2012; also: potency is read from the fitted curve at half-maximal effect; % of control where 0% means no effect; nearly all actives have a fitted effect of over 65% in size
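Luminescent ARE reporter assay in AREc32_Fluc cells: overnight plating at 37 deg C, 24 hr compound incubation, Steady-Glo added, 30 min RT before reading.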
ATXN2 expr inh: Primary qHTS for Inhibitors of ATXN expression; HEK-293 ATXN2-luciferase reporter, luminescence, 24 h; Potency, µM (top dose mostly 57 µM), inactives show at the highest dose activity change, negative = inhibition, actives largely listed as inhibitors; 360,000 tested, 0.72% active; AID 1745845, 2022; also: potency is read from the fitted curve at half-maximal effect; % is scaled to controls: 0 for no effect and ±100 for the full control effect; nearly all actives have a fitted effect of over 55% in size
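ATXN2-luciferase reporter cells (luciferase flanked by upstream and downstream ATXN2 gene portions) were treated 24 h at 37 °C with compounds at up to 57 uM. SteadyGlo luminescence gave expression; GF-AFC fluorescence gave viability.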
A549 tox: Nrf2 qHTS screen for inhibitors: counterscreen for cytotoxicity. Potency, µM (highest dose often 46 µM), inactives show at the highest dose activity change, negative = cytotoxicity, hits mostly inhibitors. AID 504648, 2011. 390,000 tested, 0.16% active. A549 ARE-Fluc cells, CellTiter-Fluor viability, 18-24 h; also: potency is read from the fitted curve at half-maximal effect; % is scaled to controls: 0 for no effect and ±100 for the full control effect
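A549 ARE_Fluc cells in 5% FBS OPTI-MEM were exposed to compounds in concentration-response for 18-24 h at 37 deg C. Viability was read by CellTiter-Fluor fluorescence (Ex 405/Em 525) after 30 min, before the luciferase read.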
IL1B secr inh: qHTS for Inhibitors of Inflammasome Signaling: IL-1-beta AlphaLISA Primary Screen | THP-1 LPS/ATP IL-1B secretion, AlphaLISA, 16 h; stronger effect = lower value | activity change, % at 57.5 µM | 360,000 tested, 4.7% active | AID 743279, 2014; in the data active = activity change below about -50%; inconclusive = mostly about -30% to -49%; also: % is scaled to controls: 0 for no effect and ±100 for the full control effect
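Secreted IL-1B measured by AlphaLISA bead assay after 16 h compound exposure of THP-1 cells; compounds (final up to 57.5 uM) added 1 h before LPS (250 ng/mL) and ATP (1.25 mM) stimulation; lower signal means less secretion.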
Nrf2 block: Nrf2 qHTS screen for inhibitors | A549 ARE-Fluc reporter, luciferase luminescence, 18-24 h | Potency, µM (series often up to 46 µM), without a hit: top-dose activity change, negative = inhibition, most hits filed as inhibitors | 360,000 tested, 2.1% active; also: potency is read from the fitted curve at half-maximal effect; % is scaled to controls: 0 for no effect and ±100 for the full control effect; nearly all actives have a fitted effect of over 60% in size
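Reporter: ARE-Fluc in A549. Exposure: 18-24 h, 37 °C, 5% CO2, 5% FBS OPTI-MEM. Readouts: fluorescent cytotoxicity (CellTiter-Fluor), then luminescent Nrf2 signal after BugLite.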
Starred values were filed as active, the others as inactive; i = inactive; ? = inconclusive; / = not tested or not shown; [ ] = remark or other dose. Unless noted, calls follow the shape of the dose curve; as a rule, active = well fitted curve in the direction sought with a large enough effect; inconclusive = small, poorly fitted or top-dose-only effect, or another doubt; inactive = no such curve, though single readings can be large; an effect the other way counts as inactive or inconclusive.

molecule	A549 tox	IL1B secr inh	Nrf2 ARE act	TGFb inhibitor	S2 tox	MCF10A rerep	Nrf2 block	HepG2 viability	ATXN2 expr inh
COc1ccc(CNC(=O)c2ccc3nc(CCc4ccccc4)oc3c2)c(OC)c1	-1.5%	/	-0.1%	-8.4%	?	/	/	-19.0%	-5.1%
Cc1cc(S(=O)(=O)NCc2ccccc2)ccc1OCC(=O)NCc1ccncc1	3.9%	1.2	0.5%	3.6%	i	3.7%	-10.5%	-34.5%	2.4%
O=P(c1ccccc1)(c1ccccc1)C(O)c1ccc(Br)cc1 (stereo unspecified)	-0.1%	15.7	-0.5%	-10.6%	i	-0.7%	9.1%	3.6%	-12.6%
COc1ccc(NC(=O)c2sc3nc4c(cc3c2N)CCCCCC4)cc1Cl	0.7%	/	0.1%	-5.5%	i	/	?	-2.7%	-8.6%
CCCC(=O)Nc1ccc(Br)cn1	-0.7%	-21.9	0.1%	?	i	-1.4%	-7.4%	7.7%	4.4%
CC(C)CCN1C(=O)c2ccc(C(=O)Nc3ccccc3C(=O)O)cc2C1=O	1.8%	15.8	-0.6%	-1.1%	i	14.9%	?	-1.8%	17.8%
CC(C)C[C@@H](CN1CCC[C@@H]1CN1C(=O)C(=O)NC[C@@H]1Cc1ccccc1)N1C[C@H](Cc2ccc(O)cc2)N(CC2CCCCC2)C(=O)C1=O	-0.4%	-75.0*	-0.9%	?	?	0.4%	5.9%	-60.7%	-2.3%
COCCCNC(=O)C1CC(=O)N(c2ccc(C)cc2)C1 (stereo unspecified)	-4.5%	8.3	-0.4%	-21.8%	i	-3.1%	15.8%	-1.2%	-2.4%
CC(C)(C)OC(=O)C[C@@H]1C/C=C\C[C@H](CC(=O)N(CCO)Cc2ccccc2)C(=O)N[C@H](Cc2ccccc2)COC1=O	-0.1%	-18.7	5.7%	2.0%	i	-1.0%	-5.1%	-5.6%	-4.5%
CCN(CC(=O)Nc1ccc(OC)cc1)C(=O)C1CC(=O)N(Cc2ccccc2)C1 (stereo unspecified)	/	15.5	-0.3%	0.6%	i	/	/	-2.0%	/
O=C(NC1CCCCC1)C1CC(=O)N(c2ccc(Cl)cc2)C1 (stereo unspecified)	-2.2%	2.2	-0.7%	17.6%	i	-2.6%	8.4%	9.9%	-6.2%
O=C(COC(=O)CCC(=O)c1ccc(Cl)cc1)NCC1CCCO1 (stereo unspecified)	7.0%	17.7	0.4%	32.8%	i	7.2%	2.1%	20.1%	-3.4%
Cc1c(C(=O)N2CCCc3ccccc32)oc2ccc(S(=O)(=O)N3CCOCC3)cc12	18.2%	-15.9	5.0%	21.8%	i	?	-7.3%	-45.1%	-8.3%
Cc1ccc(-c2cc(C(=O)NCc3cccs3)no2)cc1	11.7%	-16.9	0.0%	0.1%	i	2.2%	23.6%	1.4%	10.1%
C[C@H]1CN([C@@H](C)CO)C(=O)c2cc(C#CC3(O)CCCC3)cnc2O[C@H]1CN(C)C(=O)C1CC1	/	-5.6	-0.2%	-15.8%	i	/	/	-31.8%	2.3%
Cc1cc(C)c2cc(C#N)c(SCC(=O)Nc3ccc4c(c3)OCO4)nc2c1	-0.1%	?	-0.9%	4.6%	i	7.1%	6.4%	0.5%	-20.5%
CCOc1cccc(OCCOc2ccc(C(=O)c3ccccc3)cc2)c1	9.9%	11.4	-0.5%	-9.1%	i	5.6%	-10.4%	-31.3%	-8.1%
CCOc1cc(N2CCOCC2)c(OCC)cc1NC(=O)CN1C(=O)NC2(CCCCCCC2)C1=O	-1.7%	0.9	-0.2%	1.3%	i	-3.9%	-22.8%	-14.2%	-3.6%
O=C(NCc1cccnc1)C(=O)Nc1nc(-c2ccccc2)cs1	-0.5%	17.3	2.6%	-5.5%	i	0.0%	7.8%	-68.6%	0.6%
O=C(C[C@H]1C[C@@H]2c3cc(NS(=O)(=O)c4ccccc4)ccc3O[C@@H]2[C@H](CO)O1)NC1CCCC1	/	7.0	-0.2%	?	?	/	/	-49.3%	0.2%

Taken from above.
In ATXN2 expr inh, Cc1c(C(=O)N2CCCc3ccccc32)oc2ccc(S(=O)(=O)N3CCOCC3)cc12 shows -8.3%
In IL1B secr inh, O=C(C[C@H]1C[C@@H]2c3cc(NS(=O)(=O)c4ccccc4)ccc3O[C@@H]2[C@H](CO)O1)NC1CCCC1 shows 7.0

Some entries already given, limited to HepG2 viability:
SMILES,HepG2 viability
Cc1cc(C)c2cc(C#N)c(SCC(=O)Nc3ccc4c(c3)OCO4)nc2c1,0.5%
Cc1c(C(=O)N2CCCc3ccccc32)oc2ccc(S(=O)(=O)N3CCOCC3)cc12,-45.1%

(list continues)
molecule	A549 tox	IL1B secr inh	Nrf2 ARE act	TGFb inhibitor	S2 tox	MCF10A rerep	Nrf2 block	HepG2 viability	ATXN2 expr inh
COc1cccc(-n2c(=O)c3sc4ccccc4c3n(Cc3c(F)cccc3Cl)c2=O)c1	-0.6%	/	0.4%	0.1%	i	/	3.6%	5.4%	9.1%
Cc1ccc(NC(=O)Cn2cccc2)c(C)c1	-9.8%	-2.3	-0.3%	1.3%	i	-1.9%	-13.5%	12.0%	?
Cc1ccc(-c2nc(CSCC(=O)N3CCN(C(=O)c4ccco4)CC3)c(C)o2)cc1	-7.0%	0.0	0.0%	?	i	24.7%	-26.8%	-25.6%	-18.8%
CC(OC(=O)c1cc(=O)[nH]c2ccccc12)C(=O)NC1CCCCC1C (stereo unspecified)	-0.9%	6.6	0.0%	?	i	2.7%	-6.0%	6.1%	-9.0%
C/C(=N\S(=O)(=O)c1ccc(C)cc1)N(C)C	1.8%	20.4	-0.1%	14.8%	i	0.0%	-0.4%	4.4%	-2.4%
O=C(Nc1ccc(Br)cc1)c1ccco1	-5.5%[1.84 µM]	-8.5	?	-9.3%	i	?	-2.7%	-42.3%	43.2%[activator]
Cc1nc(Nc2ccc(Cl)c(Cl)c2)sc1C(/C=C/c1ccc2c(c1)OCO2)=NNc1ccc([N+](=O)[O-])cc1[N+](=O)[O-]	7.1%	0.0	1.6%	13.5%	i	-1.2%	11.0%	-6.3%	-9.5%
COc1ccc(C(=O)N=S2CCN(C(=O)c3ccc(Cl)cc3)CC2)cc1	0.2%	25.9	-0.3%	?	i	16.1%	13.7%	-39.9%	-18.1%
CCN(CC(=O)Nc1ccc(OC)cc1)CC(=O)Nc1cccc(S(=O)(=O)N2CCOCC2)c1	/	-7.4	0.3%	-2.1%	?	/	/	1.8%	/
Cc1ccc(C2=NN(CC(=O)NCCN(C)C)C(=O)CC2)cc1	-2.3%	-0.7	-0.3%	-11.9%	i	-0.2%	?	-2.8%	4.0%
NS(=O)(=O)c1ccc(S(=O)(=O)c2ccccc2)nc1	-12.9%	-19.7	4.8%	3.8%	/	-1.0%	-0.2%	-2.9%	-8.0%
NS(=O)(=O)c1ccc(N/N=C/c2ccc(C(=O)O)cc2)c([N+](=O)[O-])c1	-14.9%	2.2	-0.4%	-3.5%	i	1.7%	0.6%	3.0%	2.3%
CCOC(=O)N1CCC2(CC1)OC(=O)C(C)=C2C(=O)NCc1ccccc1OC	5.5%	/	-0.2%	-26.6%	/	/	43.1%	4.4%	/
COC(=O)C1=NNC2(c3ccc(C)cc3)C(=O)N(c3ccc(C)cc3)C(=O)C12 (stereo unspecified)	8.5%	-14.8	-0.8%	1.5%	i	-0.6%	?	-26.1%	-16.8%
O=C(NCc1ccncc1)c1cccc(F)c1	3.5%	38.8	-0.7%	22.8%	i	-2.9%	/	5.0%	1.5%
CCCOc1ccc(CC(CC(=O)O)(C(=O)O)C(=O)O)cc1	7.1%	14.6	-1.7%	-16.1%	i	-0.3%	8.2%	0.3%	3.1%
O=C(CNC(=O)c1cccs1)NCCN1CCN(c2ccccc2F)CC1	2.2%	14.1	-1.5%	0.2%	i	4.9%	-6.8%	-0.1%	-4.7%
COc1ccc(N2C(=O)c3cccc4cccc(c34)C2=O)nn1	?	3.4	8.3%	-3.8%	?	-4.5%	/	-23.2%	-16.8%
CN(Cc1ccccc1)C(=O)c1ccc2c(c1)OCCO2	0.5%	12.2	0.4%	4.7%	i	-1.6%	?	4.7%	2.4%
O=C(O)/C=C/C(=O)NNC(=O)c1cccc(Br)c1	3.2%	1.5	4.3%	-17.2%	i	-3.2%	7.4%	0.8%	24.0%
O=C1CC(c2ccc(O)c(O)c2)Oc2c1ccc(O)c2O (stereo unspecified)	-2.0%	-6.3	3.0%	-18.7%	i	-1.3%	7.9%	-41.9%	17.1%
Cc1n[nH]c(=S)n1/N=C/c1ccc(-c2ccc(Cl)cc2)o1	1.1%	13.6	-0.9%	50.2%[activator]	?	?	13.0%	-13.3%	-13.1%
